Bioassay records as filed in PubChem BioAssay.
SDO1 yeast rescue: compounds rescuing growth of sdo1-depleted yeast, bone marrow failure model. S. cerevisiae sdo1-depleted JHY4D growth rescue, OD600 30 h; hits give high values; pdr5 snq2 efflux-pump mutant strain. 140,000 compounds, 0.21% hits. z-score at 10 µM;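 active = z-score above 3 at both the 24 hr and the 30 hr optical density reads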;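 also: z-score against mean and SD of all compound wells on the same plate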
Insulin prom inh: TRM-6 insulin promoter activity inhibition; TRM-6 cells (human fetal islet line), insulin promoter-eGFP reporter, imaging; reporter expression induced with tamoxifen; inhibition, % at 2 µM; 130,000 compounds, 0.9% hits; AID 1273;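 active = inhibition above the mean plus 3 SD, with well images judged a real hit on visual review, cut at about 60% in these data, passing the limit was not always enough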
SDO1 yeast rescue Rescue 24 h: also measured in SDO1 yeast rescue; calls as there; z-score; S. cerevisiae sdo1-depleted JHY4D growth rescue, OD600; measured here: growth rescue at 24 h;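 0 is the plate mean of compound wells and units are plate SD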
* hit, by the source's call; & = joins results of further samples. An excerpt, so the mix of outcomes need not match the whole.

How did CCc1ccc(-c2ccc(C(=O)C(F)(F)F)[nH]2)cc1 do in these assays?
SDO1 yeast rescue: 0.11; Insulin prom inh: -27; SDO1 yeast rescue Rescue 24 h: -0.08

How did Nc1n[nH]c(N)c1N=Nc1cccc(F)c1 do in these assays?
SDO1 yeast rescue: 0.48; SDO1 yeast rescue Rescue 24 h: -0.2

Results for COC(=O)CCc1c(C)nc(N)[nH]c1=O ?
SDO1 yeast rescue: 2.7; Insulin prom inh: -64; SDO1 yeast rescue Rescue 24 h: 3.7

How did O=C(CSCc1ccc(Cl)cc1)Nc1ccc(S(=O)(=O)N2CCCCCC2)cc1 do in these assays?
SDO1 yeast rescue: -0.41; SDO1 yeast rescue Rescue 24 h: -0.82

Results for Cc1cc(NC(=O)COC(=O)[C@H](C)NC(=O)c2ccccc2)no1 ?
SDO1 yeast rescue: 0.29; Insulin prom inh: 18; SDO1 yeast rescue Rescue 24 h: 1.6

What do the screens show for `CNc1nc(C)c(C(C)=O)cc1C#N`?
SDO1 yeast rescue: 0.72; Insulin prom inh: -100; SDO1 yeast rescue Rescue 24 h: 0.99

What do the screens show for `O=C(Nc1ccc(Cl)c(Cl)c1)c1csc(-c2ccccc2)n1`?
SDO1 yeast rescue: -1.9; Insulin prom inh: -13; SDO1 yeast rescue Rescue 24 h: -0.68

How did CCCCOc1ccc(/C=N/NC(=S)Nc2cccc(C)c2C)cc1 do in these assays?
SDO1 yeast rescue: 0.52; Insulin prom inh: -3; SDO1 yeast rescue Rescue 24 h: 1.5

How did COc1ccc(C(N)=S)cc1 do in these assays?
SDO1 yeast rescue: -0.5; Insulin prom inh: -10; SDO1 yeast rescue Rescue 24 h: -0.7

Results for CCOC(=O)C1(Cc2ccccc2C)CCCN(C(=O)CCn2nccc2C)C1 (stereo not given) ?
Insulin prom inh: -40

What do the screens show for `CCN(CC)S(=O)(=O)c1cc(NC(=O)C(=O)c2c(-c3ccccc3)cc3ccccn23)ccc1C`?
SDO1 yeast rescue: -0.34; Insulin prom inh: 26; SDO1 yeast rescue Rescue 24 h: -0.23

How did COc1cccc(NC(=O)Cn2c(=O)n(CC3CCCO3)c(=O)c3ccccc32)c1 (stereo not given) do in these assays?
SDO1 yeast rescue: 1; Insulin prom inh: -186; SDO1 yeast rescue Rescue 24 h: 0.46

Results for O=C(c1ccc2c(c1)OCO2)N1CCCc2ccccc21 ?
SDO1 yeast rescue: -0.74; SDO1 yeast rescue Rescue 24 h: -0.93

Results for COc1ccc(C(CC(=O)O)NC(=O)COc2ccc(C)cc2)cc1OC (stereo not given) ?
SDO1 yeast rescue: 0.85; Insulin prom inh: -17; SDO1 yeast rescue Rescue 24 h: 0.21

Results for Cc1cccc(CSc2nc3sc(C)c(C)c3c(=O)n2Cc2ccco2)c1 ?
SDO1 yeast rescue: 0.11; Insulin prom inh: 23; SDO1 yeast rescue Rescue 24 h: -0.03

What do the screens show for `CCOC(=O)CSc1nnc(Cn2c(=O)sc3ccccc32)n1C`?
SDO1 yeast rescue: -0.12; SDO1 yeast rescue Rescue 24 h: -0.75

Results for CN(C)S(=O)(=O)c1ccc(NC(=O)N2CCN(c3ccccc3)CC2)cc1 ?
SDO1 yeast rescue: -0.28; SDO1 yeast rescue Rescue 24 h: -0.32

Results for Cc1ccc(S(=O)(=O)N2CCN(C(=O)CCC(=O)NC3CCCc4ccccc43)CC2)cc1 (stereo not given) ?
SDO1 yeast rescue: -0.1; Insulin prom inh: -39; SDO1 yeast rescue Rescue 24 h: -1.1

How did C=CCn1c(N2C(=O)CC(Cc3ccccc3)C2=O)nc2ccccc21 (stereo not given) do in these assays?
SDO1 yeast rescue: -0.94; Insulin prom inh: -120; SDO1 yeast rescue Rescue 24 h: -1.3

Results for O=C(c1cnn2c(C(F)(F)F)cc(-c3ccco3)nc12)N1CCc2ccccc2C1 ?
SDO1 yeast rescue: -1; Insulin prom inh: -29; SDO1 yeast rescue Rescue 24 h: -0.94

How did COc1ccc(OC)c(NC(=O)CSc2nnc(-c3ccco3)n2-c2ccccc2)c1 do in these assays?
SDO1 yeast rescue: -0.44; Insulin prom inh: -16; SDO1 yeast rescue Rescue 24 h: -0.38

What do the screens show for `Cc1nc2sc(C(c3ccccc3)N3CC(C)OC(C)C3)c(O)n2n1` (stereo not given)?
SDO1 yeast rescue: 1.1; SDO1 yeast rescue Rescue 24 h: 1.7

How did Cc1ccc(-c2csc3ncn(/N=C/N(C)C)c(=O)c23)o1 do in these assays?
SDO1 yeast rescue: -1.2; SDO1 yeast rescue Rescue 24 h: 0.29

Results for Cc1cc(=S)n(-c2ccccc2)n1C ?
SDO1 yeast rescue: 0.86; SDO1 yeast rescue Rescue 24 h: 0.38

How did O=C(CNC(=O)c1cnccn1)Nc1ccc(F)c(F)c1F do in these assays?
SDO1 yeast rescue: 0.33; SDO1 yeast rescue Rescue 24 h: -0.5

How did O=[N+]([O-])c1cc2c(cc1/C=N\NS(=O)(=O)c1ccccc1)OCO2 do in these assays?
SDO1 yeast rescue: -0.61; Insulin prom inh: 0; SDO1 yeast rescue Rescue 24 h: -1.2

What do the screens show for `CCOC(=O)CSc1nnc(CNC(=O)c2cccc(C)c2)n1-c1ccccc1OC`?
SDO1 yeast rescue: 0.53; Insulin prom inh: 45; SDO1 yeast rescue Rescue 24 h: -0.23

Results for COc1ccc2c(COC(=O)c3n[nH]c4ccccc34)cc(=O)oc2c1 ?
SDO1 yeast rescue: -2; Insulin prom inh: 24; SDO1 yeast rescue Rescue 24 h: -1.1

How did CN(NC(=O)c1ccco1)c1nc2ccccc2nc1C(F)(F)F do in these assays?
Insulin prom inh: 6

Results for CSc1nsc(SCC(=O)Nc2ccccn2)n1 ?
SDO1 yeast rescue: 0.01; SDO1 yeast rescue Rescue 24 h: -0.75

3 entries picked at random from the list so far, as already listed:
Results for COc1ccc(C(CC(=O)O)NC(=O)COc2ccc(C)cc2)cc1OC (stereo not given) ?
SDO1 yeast rescue: 0.85; Insulin prom inh: -17; SDO1 yeast rescue Rescue 24 h: 0.21

How did COc1cccc(NC(=O)Cn2c(=O)n(CC3CCCO3)c(=O)c3ccccc32)c1 (stereo not given) do in these assays?
SDO1 yeast rescue: 1; Insulin prom inh: -186; SDO1 yeast rescue Rescue 24 h: 0.46

Results for O=C(c1cnn2c(C(F)(F)F)cc(-c3ccco3)nc12)N1CCc2ccccc2C1 ?
SDO1 yeast rescue: -1; Insulin prom inh: -29; SDO1 yeast rescue Rescue 24 h: -0.94

Later entries
What do the screens show for `CCOC(=O)c1c(C)nc2c(c1-c1ccccc1)C(=O)CCC2`?
SDO1 yeast rescue: -0.03; Insulin prom inh: 21; SDO1 yeast rescue Rescue 24 h: -0.8

What do the screens show for `Cc1ccccc1Nc1nnc(SCC(=O)c2c(N)n(C)c(=O)n(C)c2=O)s1`?
Insulin prom inh: -27

What do the screens show for `Cc1ccc(NC(=O)C(=O)NCCc2c[nH]c3ccccc23)c(C)c1`?
Insulin prom inh: 22

What do the screens show for `COc1ccc(C2CC(c3c(-c4ccccc4)c4cc(Cl)ccc4[nH]c3=O)=NN2S(C)(=O)=O)cc1OC` (stereo not given)?
SDO1 yeast rescue: 0.49; Insulin prom inh: 15; SDO1 yeast rescue Rescue 24 h: 0.77

What do the screens show for `CN(C)c1ccc(NS(=O)(=O)c2ccc(Cl)cc2)cc1`?
SDO1 yeast rescue: 0.03; Insulin prom inh: 20; SDO1 yeast rescue Rescue 24 h: -0.27

Results for Cc1nnc(SCC(=O)NC(=O)NC(C)C)s1 ?
Insulin prom inh: 36

What do the screens show for `O=C(CN1CCCCC1)NN(Cc1ccccc1)c1ccccc1`?
Insulin prom inh: -89

How did Cc1nc(C)c(-c2csc(NCCc3ccccc3)n2)s1 do in these assays?
SDO1 yeast rescue: -0.12; Insulin prom inh: -29; SDO1 yeast rescue Rescue 24 h: 0.87

Results for O=C(Cn1c(=O)c2sccc2n(Cc2ccc([N+](=O)[O-])cc2)c1=O)NCCc1ccccc1 ?
SDO1 yeast rescue: 0.57; Insulin prom inh: 17; SDO1 yeast rescue Rescue 24 h: 0.92

How did O=C(Nc1ccc2c(c1)OCCO2)C1CCN(S(=O)(=O)c2ccc3c(c2)OCCO3)CC1 do in these assays?
SDO1 yeast rescue: 0.25; Insulin prom inh: -12; SDO1 yeast rescue Rescue 24 h: 0.2

What do the screens show for `COCCNC(=O)C(OC(=O)c1cc2oc(C)cc2n1C)C(C)C` (stereo not given)?
SDO1 yeast rescue: 0.97; Insulin prom inh: -46; SDO1 yeast rescue Rescue 24 h: 0.72

What do the screens show for `O=C(NCCNc1ccc([N+](=O)[O-])cc1)c1ccccc1Br`?
SDO1 yeast rescue: 0.39; Insulin prom inh: 60; SDO1 yeast rescue Rescue 24 h: 1.7

How did COc1ccc(S(=O)(=O)n2nc(-c3cc(OC)c(OC)c(OC)c3)cc2N)cc1OC do in these assays?
SDO1 yeast rescue: 0.37; SDO1 yeast rescue Rescue 24 h: 0.22

Results for CC1(C)CC(=O)C=C(NCCN2CCN(C(=O)Nc3ccccc3)CC2)C1 ?
SDO1 yeast rescue: 0.72; Insulin prom inh: -93; SDO1 yeast rescue Rescue 24 h: 0.63

How did COC(=O)c1cn(NC(=O)Cc2ccccc2Br)c(=O)c2ccccc12 do in these assays?
Insulin prom inh: 13

Results for CCOC(=O)C1C(=O)NC(N2CCOCC2)=NC1c1ccco1 (stereo not given) ?
SDO1 yeast rescue: 0.99; Insulin prom inh: 5; SDO1 yeast rescue Rescue 24 h: 0.6

How did COC(=O)C(Cc1c[nH]c2ccccc12)N1CCS(=O)(=O)CC1 (stereo not given) do in these assays?
Insulin prom inh: 26

How did C=CCN1C(=O)/C(=C\c2cccs2)C(C(=O)OC)=C1C do in these assays?
SDO1 yeast rescue: -2.3; SDO1 yeast rescue Rescue 24 h: -1.2

How did OC(CN1C2=NCCCN2c2ccccc21)c1ccc(Cl)cc1 (stereo not given) do in these assays?
SDO1 yeast rescue: 0.43; SDO1 yeast rescue Rescue 24 h: 0.54

What do the screens show for `CCC(Sc1nc(C)cc(C)n1)C(=O)O` (stereo not given)?
SDO1 yeast rescue: -0.06; Insulin prom inh: -64; SDO1 yeast rescue Rescue 24 h: 0.04

What do the screens show for `CCc1cc2c(SCC(=O)N3CC(=O)Nc4ccccc43)ncnc2s1`?
SDO1 yeast rescue: 0.45; Insulin prom inh: -33; SDO1 yeast rescue Rescue 24 h: 0.5

Results for CN(C)c1ccc(/C=C/c2nnnn2-c2ccccc2)cc1 ?
SDO1 yeast rescue: -0.64; Insulin prom inh: 10; SDO1 yeast rescue Rescue 24 h: -0.8

Results for Clc1ccc(Cc2noc(-c3cccs3)n2)cc1 ?
SDO1 yeast rescue: 0; SDO1 yeast rescue Rescue 24 h: 0.12

How did CCc1ccccc1NC(=S)/N=C(\N)Nc1nc(C)c2cc(C)ccc2n1 do in these assays?
SDO1 yeast rescue: -0.83; SDO1 yeast rescue Rescue 24 h: -0.45

Results for CCOC(=O)c1nn(-c2ccccc2F)c2nc(Nc3ccccc3)cc(=O)n12 ?
SDO1 yeast rescue: -1.2; Insulin prom inh: -46; SDO1 yeast rescue Rescue 24 h: 0.58

Results for CCOc1ccccc1NC(=O)C1CCCN(C(=O)Nc2ccccc2)C1 (stereo not given) ?
SDO1 yeast rescue: -0.09; Insulin prom inh: 59; SDO1 yeast rescue Rescue 24 h: -0.31

Results for Cc1ccc(NC(=O)CNc2cccc(C)c2C)c(C)c1 ?
SDO1 yeast rescue: 0.22; Insulin prom inh: 67; SDO1 yeast rescue Rescue 24 h: -0.06

Results for CCCc1nc2c(=O)[nH]c3ccccc3c2o1 ?
SDO1 yeast rescue: -0.51&-0.84; SDO1 yeast rescue Rescue 24 h: -0.33&-0.52

What do the screens show for `COc1cc(OC)cc(C(=O)N/N=C/c2ccc(OC)c(COc3ccc(F)cc3)c2)c1`?
SDO1 yeast rescue: 0.75; SDO1 yeast rescue Rescue 24 h: 1.1

What do the screens show for `Cc1nnc(NC(=O)CSc2nnc(Cc3cccn3C)n2-c2ccccc2)s1`?
SDO1 yeast rescue: 0.84; SDO1 yeast rescue Rescue 24 h: 0.92

Results for CCOC(=O)c1c(NC(=O)c2cc(-c3cccc(O)c3)on2)sc(C(C)=O)c1C ?
SDO1 yeast rescue: 0.01; Insulin prom inh: 10; SDO1 yeast rescue Rescue 24 h: 1.1

Results for Cc1ccc(S(=O)(=O)NNC(=S)NC(=O)c2ccc([N+](=O)[O-])cc2)cc1 ?
SDO1 yeast rescue: 1; Insulin prom inh: -26; SDO1 yeast rescue Rescue 24 h: 0.19

How did O=C(CSc1nnc(CN2CCCCCC2=O)n1-c1ccccn1)NCC(F)(F)F do in these assays?
SDO1 yeast rescue: 0.52; SDO1 yeast rescue Rescue 24 h: 0.41

What do the screens show for `Cc1ccc(C(=O)NN2C(=O)/C(=C/c3cccn3C)SC2=S)cc1`?
SDO1 yeast rescue: -1.7; Insulin prom inh: 12; SDO1 yeast rescue Rescue 24 h: -1.2

How did CC(=O)O[C@H]1CC[C@H]2[C@@H]3CCc4cc(O)ccc4[C@H]3CC[C@]12C do in these assays?
SDO1 yeast rescue: -1.3; Insulin prom inh: -150; SDO1 yeast rescue Rescue 24 h: -0.44

Ordered by number of heavy atoms (low to high): three of the compounds above
How did CC(=O)O[C@H]1CC[C@H]2[C@@H]3CCc4cc(O)ccc4[C@H]3CC[C@]12C do in these assays?
SDO1 yeast rescue: -1.3; Insulin prom inh: -150; SDO1 yeast rescue Rescue 24 h: -0.44

What do the screens show for `Cc1ccc(C(=O)NN2C(=O)/C(=C/c3cccn3C)SC2=S)cc1`?
SDO1 yeast rescue: -1.7; Insulin prom inh: 12; SDO1 yeast rescue Rescue 24 h: -1.2

How did O=C(CSc1nnc(CN2CCCCCC2=O)n1-c1ccccn1)NCC(F)(F)F do in these assays?
SDO1 yeast rescue: 0.52; SDO1 yeast rescue Rescue 24 h: 0.41
